# Rac1 GTP hydrolysis: MgcRacGAP GTPase-activating activity inhibitors, confirmation, biochemical, ADP Hunter fluorescence; Rac GTPase-activating protein 1 (Homo sapiens); MgcRacGAP-stimulated Rac1 GTP hydrolysis, ADP Hunter fluorescence; higher % means a stronger effect; GST-tagged Rac1 F28L mutant substrate; inhibition, % at 30 µM, or IC50 in µM where a hit was titrated; hit rate 0.6% among 340,000; AID 624330, 2012;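 active = first-screen hits whose inhibition reached a set limit at any dose in the follow-up dose series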;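 also: fluorescence reports GDP produced by GAP-driven GTP hydrolysis; strong numbers were not always called active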
# T cell HTS: modulators of CD8 T cell-vesicle binding, primary screen, mouse 2C CD8+ T cells, flow cytometry; 2C CD8+ T cell-vesicle binding; stronger effect = lower value; calls only at 7 µM; hit rate 0.068% among 330,000; AID 2052, 2009;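 active = response, share of CD8 T cells binding vesicles, and their 90th percentile fluorescence all below set limits, cut at about 80% in these data, passing the limit was not always enough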
#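 Assay system – 2C mouse CD8+ T cells · Also added – QL9-loaded Drosophila micro-vesicles · Timing – Cell–vesicle co-incubation 1.5 h at 37 °C, staining 20 min on ice · Signal – flow cytometry of vesicle-bound cells · Measure – percent CD8+ FL2 mean versus row control · Controls – Peptide-free naked vesicles (low) and QL9 vesicles with 0.7% DMSO vehicle (high)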
# PhoP inhibition: inhibitors of PhoP regulon expression, primary screen, Salmonella Typhimurium, GFP reporter (AID 1863); inhibition, % at 50 µM; hits with a dose series show IC50 in µM; S. Typhimurium PhoP-regulated promoter GFP reporter, 4 h; higher % means a stronger effect; hit rate 0.16% among 300,000;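 active = inhibition over 29.93%, a cutoff 3 SD above the screen mean, later confirmed by dose response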;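 also: 0% = low Mg2+ inducing control and 100% = high Mg2+ repressing control; strong numbers were not always called active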
# Dengue-2 NS5 capping: Dengue-2 NS5 methyltransferase inhibitors, primary screen, biochemical, confirmation dose response (AID 588689); Genome polyprotein (Dengue virus type 2 (strain 16681-PDK53)); Dengue-2 NS5 methyltransferase capping enzyme assay, biochemical; higher % means a stronger effect; one-dose inhibition, % at 25 µM; IC50 in µM for titrated hits; hit rate 0.3% among 340,000; in the data active = a potency from the dose series
# West Nile antiviral: West Nile virus antiviral activity, cell-based, CPE readout (AID 1621); West Nile virus-infected cells, CPE inhibition; higher % means a stronger effect; hit rate 0.02% among 290,000; one-dose CPE inhibition, % at 10 µM; IC50 in µM for titrated hits; in the data active = a potency from the dose series; also: strong numbers were not always called active
# UTI89 phage lysis: inhibition of K1F phage lysis, E. coli UTI89, bacterial capsule biogenesis inhibitors, alamar blue (AID 488966); E. coli UTI89 K1F phage lysis, alamar blue, 2 h; higher % means a stronger effect; one-dose inhibition, % at 100 µM; IC50 in µM for titrated hits; hit rate 0.02% among 340,000;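 active = phage lysis inhibition, versus mean bacterial control, above a set limit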;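 also: capsule biogenesis inhibitors block K1F phage lysis so surviving cells raise fluorescence; higher fluorescence means more inhibition of phage lysis; actives were called in the ten point dose series up to 300 µM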
# NTR1 agonist: agonists of NTR1, primary screen, imaging, U2OS cells, beta-arrestin-GFP, high content (AID 493036) | Neurotensin receptor type 1 (Homo sapiens), P30989 | NTR1-U2OS beta-arrestin-GFP spot imaging, agonist mode | activation, % at 20 µM | hit rate 0.17% among 330,000;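 active = activation at or above 40% of the spot to cytoplasm intensity ratio, with at least 20 cells analyzed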;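 also: 0% = DMSO without peptide and 100% = 100 nM NTR1 peptide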
# Target sequence (P30989 whole entry, looked up): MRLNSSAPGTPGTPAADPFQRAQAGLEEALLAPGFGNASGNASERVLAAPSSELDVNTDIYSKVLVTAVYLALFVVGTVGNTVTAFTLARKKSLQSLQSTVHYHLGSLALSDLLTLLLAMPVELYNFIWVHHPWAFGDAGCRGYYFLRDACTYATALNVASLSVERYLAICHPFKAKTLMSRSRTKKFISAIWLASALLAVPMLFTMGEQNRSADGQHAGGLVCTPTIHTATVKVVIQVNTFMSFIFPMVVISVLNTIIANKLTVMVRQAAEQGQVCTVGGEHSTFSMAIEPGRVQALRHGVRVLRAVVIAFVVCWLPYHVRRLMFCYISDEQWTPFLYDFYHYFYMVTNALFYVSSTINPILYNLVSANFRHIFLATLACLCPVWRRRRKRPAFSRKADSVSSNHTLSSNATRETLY
# Large T inhibition: SV40 large T antigen inhibitors, biochemical (AID 1903) | SV40 large T antigen ATPase/helicase inhibition assay; higher % means a stronger effect | one-dose inhibition, % at 20 µM; IC50 in µM for titrated hits | hit rate 0.39% among 310,000; in the data active = a potency from the dose series; also: strong numbers were not always called active
# RSV antiviral HEp-2: RSV antiviral activity via CPE protection, HEp-2 cells, primary 10 µM value included (AID 2391) | HEp-2 cells, RSV-induced CPE inhibition; higher % means a stronger effect | CPE inhibition, % at 10 µM, or IC50 in µM where a hit was titrated | hit rate 0.13% among 310,000; in the data active = a potency from the dose series; also: strong numbers were not always called active
# T cell HTS vesicle-bound %: also measured in T cell HTS; calls as there; double positive events, %; measured here: CD8+ vesicle-bound cell fraction;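 binding gate set so that unloaded-vesicle control wells show 10% double positive cells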
# NTR1 agonist cell count 20 µM: second read-out of NTR1 agonist, no call of its own (marks repeat the call); cell count; measured here: cell count, cytotoxicity flag
# Dengue-2 NS5 capping pilot replicate: recorded beside Dengue-2 NS5 capping, whose call it bears; inhibition, %; measured here: pilot screen replicate inhibition
# Starred values were filed as active, the others as inactive; i = inactive; x = no result given; [ ] = dose if it differs, or a comment. Random draw from the library; overall some 1.5% were active at least once.
SMILES,Rac1 GTP hydrolysis,T cell HTS,T cell HTS vesicle-bound %,PhoP inhibition,Dengue-2 NS5 capping,West Nile antiviral,UTI89 phage lysis,NTR1 agonist,NTR1 agonist cell count 20 µM,Large T inhibition,RSV antiviral HEp-2,others
O=C(CN1C(=O)c2ccccc2C1=O)NCc1ccc(F)cc1,0.3%,i,49.0,9.0%,-8.9%,-0.1%,0.6%,-0.1,45,4.8%,-0.9%,
O=C(Cn1ccc(C(F)(F)F)n1)N/N=C/c1cccs1,5.4%,i,42.5,-3.9%,-5.1%,-0.1%,-0.3%,1.3,45,6.9%,0.5%,
COc1cc(-c2nnc(SCc3c(F)cccc3Cl)o2)cc(OC)c1OC,2.0%,i,30.9,0.2%,-0.7%,-0.1%,3.5%,10.9,40,x,9.1µM*,
Cc1cc(NC(=O)c2cccnc2)ccc1NC(=O)c1ccco1,6.3%,i,35.8,2.2%,-1.4%,0.7%,0.0%,1.4,52,3.2%,-1.5%,
C=CCNC(=S)Nc1ccc(C(N)=O)cc1,4.0%,i,38.1,7.3%,-3.7%,0.2%,1.2%,-0.4,44,4.9%,1.4%,
COc1ccc([N+](=O)[O-])cc1NC(=O)C1CCCO1 (centres undefined),4.9%,i,48.1,-1.4%,-7.4%,0.3%,0.2%,0.3,46,14.4%,0.2%,
CC1(C)CC2CC(C)(CN2C(=O)COc2cccc3ccccc23)C1 (centres undefined),-0.9%,i,25.4,1.9%,0.0%,0.5%,-0.7%,6.1,58,1.8%,2.0%,
CC(C(=O)Nc1ccccc1F)N1CCN(C)CC1 (centres undefined),x,i,45.4,6.6%,x,-0.3%,x,0.6,83,22.1%,-0.2%,
Cn1cccc1C(C(=O)NC1CCCCC1)N(C(=O)Cc1cccs1)c1ccc2c(c1)OCO2 (centres undefined),6.5%,i,18.1,-3.1%,-1.4%,-0.7%,0.2%,-0.9,47,9.5%,0.1%,
C=CCC1NS(=O)(=O)OCC1NC(=O)OCC(Cl)(Cl)Cl (centres undefined),2.0%,i,25.6,7.7%,-0.8%,-0.8%,0.2%,-4.0,91,-1.9%,-0.2%,
Oc1ccc(N=C/C=C/c2cccc(Br)c2)cc1-c1nc2ccccc2s1,5.9%,i,44.0,11.3%,-2.6%,-0.1%,-0.3%[50 µM],4.8,78,4.3%,5.5%,
COc1cc2c(cc1C1NC(=S)NC(C)=C1C(=O)N(C)C)CCCC2 (centres undefined),4.9%,i,10.3,-0.1%,-3.2%,-0.2%,1.1%[50 µM],1.5,53,6.7%,0.9%,
Cc1ccc(CNC(=O)CSc2nc(=O)n3cccc(C)c3n2)cc1,-2.0%,i,50.1,2.0%,4.4%,x,1.0%[50 µM],-0.6,65,8.2%,2.6%,
CCc1ccc(OCC(=O)Nc2ccc3c(c2)COC3=O)cc1,-7.2%,i,7.7,-9.5%,-8.2%,0.3%,-0.4%,-0.1,83,-0.3%,0.8%,
Cc1ccc(-n2c3c(cc(C(=O)NCc4ccco4)c2=O)C(=O)CC(C)(C)C3)cc1,-0.5%,i,22.5,-0.2%,-4.8%,-0.3%,4.3%,-0.7,39,7.6%,1.6%,
CCOC(=O)N1CCN(C(=O)C2COc3ccccc3O2)CC1 (centres undefined),5.8%,i,43.5,-13.8%,8.9%,-0.2%,1.1%,0.3,81,-2.8%,1.3%,
CCOc1ccccc1OCCOCCN1CCN(Cc2ccccc2)CC1,26.4%,i,59.1,6.9%,-2.7%,-0.8%,0.0%,-2.0,84,2.1%,0.1%,
COc1ccc(CNC(=O)C(=O)NCC(c2ccco2)N2CCOCC2)cc1 (centres undefined),6.2%,i,49.8,-1.3%,-1.9%,-0.4%,1.1%[50 µM],0.5,36,-11.5%,0.5%,
CCc1cc(=O)oc2cc(C)cc(OCC(=O)NCc3ccncc3)c12,19.7%,i,44.9,6.7%,2.7%,-0.2%,0.4%,-0.6,67,16.4%,0.6%,
CCOC(=O)N/N=C(\C)c1ccc(C)c([N+](=O)[O-])c1,5.4%,i,55.9,-1.0%,-0.7%,-0.9%,0.9%[50 µM],-0.5,47,2.3%,3.2%,
O=C(O)c1ccc2c(=O)n3c(nc2c1)/C(=C/c1ccc(C(F)(F)F)cc1)CC3,12.3%,i,57.1,-3.2%,11.4%,-0.6%,-0.3%,-0.1,98,10.6%,1.8%,
COc1ccc(NC(=S)c2ccc3ccccc3n2)cc1,12.2%,i,40.9,-2.2%,-4.7%,0.2%,-0.1%,2.9,69,14.2%,2.5%,
Cc1ccc(CC(=O)N2CCN(S(=O)(=O)c3ccccc3)CC2)cc1C,2.6%,i,45.7,-4.5%,-5.8%,x,1.5%[50 µM],-0.3,62,8.1%,-2.0%,
CCOC(=O)CN(C(=O)c1snc(C(N)=O)c1N)C(C(=O)NCCC(C)C)c1ccc(F)cc1 (centres undefined),0.1%,i,54.3,-5.8%,-1.6%,0.0%,-0.9%,0.3,42,6.8%,0.6%,
O=C1c2ccccc2S(=O)(=O)c2cc(C(=O)N3CCN(c4ccccc4)CC3)ccc21,9.5%,i,14.6,0.2%,-0.8%,-1.1%,0.1%,2.7,82,6.1%,8.9%,
COc1ccc(OCC(O)Cn2c(N)nc3c2c(=O)[nH]c(=O)n3C)cc1 (centres undefined),1.9%,i,38.1,0.4%,-3.1%,0.8%,-0.7%[50 µM],-0.8,56,17.1%,-0.9%,
COc1cc(C[C@@H](C)[C@@H](C)Cc2ccc(O)c(OC)c2)ccc1O,18.6%,i,19.6,x,5.2%,x,-8.6%,14.9,42,x,x,
CC12CCC(=O)N1C(C(=O)N1CCN(c3ccc(C(F)(F)F)cc3[N+](=O)[O-])CC1)CS2 (centres undefined),0.4%,i,24.4,3.3%,1.3%,-0.6%,0.4%[50 µM],0.6,50,4.0%,2.6%,
O=C(Nc1nccs1)c1cccc(N2C(=O)c3cccc4c([N+](=O)[O-])ccc(c34)C2=O)c1,0.9%,i,34.5,-23.3%,0.6%,x,-0.2%,1.8,26,2.6%,-2.2%,
COCCNC(=O)CN1C(=O)NC2(CCCc3ccccc32)C1=O (centres undefined),4.3%,i,62.5,-4.1%,-2.0%,0.3%,0.4%,0.3,78,5.3%,2.8%,
COc1ccc(C(=O)CN2C(=O)NC3(CCCCC3)C2=O)cc1OC,4.5%,i,14.8,5.4%,-9.3%,-0.3%,0.2%,1.1,51,-3.2%,2.1%,
O=C1Nc2ccccc2S/C1=C/Nc1cccc(Cl)c1,6.8%,i,15.7,-0.3%,-3.9%,-0.3%,0.0%,8.8,121,11.1%,0.8%,
O=C1C2=C(Nc3ccccc3SC2c2ccco2)c2ccccc21 (centres undefined),17.7%,i,24.2,-0.7%,61.2%,0.1%,0.6%,3.1,25,1.0%,-0.2%,
COc1ccc(OC)c(NC(=O)CCNC(=O)Cn2ccc3ccccc3c2=O)c1,-4.2%,i,21.1,1.3%,18.7%,-0.1%,0.3%,-1.6,45,-6.7%,1.3%,
CC(C)(C)CC(=O)NC(=S)N1CCCCCC1,3.5%,i,27.5,-4.2%,-3.2%,0.6%,4.5%,-0.2,44,1.5%,0.7%,
COc1ccc(NC(=O)CSc2nnc(C)n2Cc2ccccc2)cc1,6.0%,i,45.4,-7.0%,2.5%,-0.3%,0.2%,-0.1,89,4.1%,1.0%,
COC(=O)[C@]1(Cc2ccccc2)N[C@H](CN(C)C(C)=O)[C@@H]2C(=O)N(C)C(=O)[C@@H]21,4.7%,i,24.4,x,-2.3%,x,0.1%,1.7,53,x,x,Dengue-2 NS5 capping pilot replicate=-0.3
Nc1cc2c(cc1[N+](=O)[O-])OCCOCCOCCO2,-1.1%,i,30.5,2.1%,3.0%,0.0%,0.6%,0.3,53,3.0%,4.3%,
Clc1ccc(OCCn2c(-c3ccco3)nc3ccccc32)cc1,10.6%,i,34.7,0.6%,-6.4%,0.4%,-0.2%,7.6,76,3.0%,17.5%,
O=C(COc1ccc(Cl)cc1[N+](=O)[O-])NC1CCCCC1,5.1%,i,54.3,0.0%,3.2%,-0.6%,0.4%,1.8,43,5.9%,-1.9%,

# By substructure, the compounds so far containing a furan ring, fused or not (5)
SMILES,Rac1 GTP hydrolysis,T cell HTS,T cell HTS vesicle-bound %,PhoP inhibition,Dengue-2 NS5 capping,West Nile antiviral,UTI89 phage lysis,NTR1 agonist,NTR1 agonist cell count 20 µM,Large T inhibition,RSV antiviral HEp-2,others
Cc1cc(NC(=O)c2cccnc2)ccc1NC(=O)c1ccco1,6.3%,i,35.8,2.2%,-1.4%,0.7%,0.0%,1.4,52,3.2%,-1.5%,
Cc1ccc(-n2c3c(cc(C(=O)NCc4ccco4)c2=O)C(=O)CC(C)(C)C3)cc1,-0.5%,i,22.5,-0.2%,-4.8%,-0.3%,4.3%,-0.7,39,7.6%,1.6%,
COc1ccc(CNC(=O)C(=O)NCC(c2ccco2)N2CCOCC2)cc1 (centres undefined),6.2%,i,49.8,-1.3%,-1.9%,-0.4%,1.1%[50 µM],0.5,36,-11.5%,0.5%,
O=C1C2=C(Nc3ccccc3SC2c2ccco2)c2ccccc21 (centres undefined),17.7%,i,24.2,-0.7%,61.2%,0.1%,0.6%,3.1,25,1.0%,-0.2%,
Clc1ccc(OCCn2c(-c3ccco3)nc3ccccc32)cc1,10.6%,i,34.7,0.6%,-6.4%,0.4%,-0.2%,7.6,76,3.0%,17.5%,

# The listing continues:
SMILES,Rac1 GTP hydrolysis,T cell HTS,T cell HTS vesicle-bound %,PhoP inhibition,Dengue-2 NS5 capping,West Nile antiviral,UTI89 phage lysis,NTR1 agonist,NTR1 agonist cell count 20 µM,Large T inhibition,RSV antiviral HEp-2,others
COc1ccc(C2Nc3ccccc3C(=O)N2NS(C)(=O)=O)c(OC)c1 (centres undefined),10.8%,i,28.5,8.6%,-4.6%,1.0%,0.2%,-0.5,86,-1.8%,0.1%,
O=C(CSc1ncccn1)NCc1cccs1,5.7%,i,28.9,3.7%,0.8%,0.8%,0.4%,2.2,58,-4.7%,1.2%,
COCCNc1ncnc2c1cnn2Cc1ccc(Cl)cc1,10.3%,i,14.9,13.0%,-2.8%,1.0%,0.3%,0.4,27,5.9%,0.6%,
COc1cccc(CN2CCNC(=O)C2CC(=O)NC2CCCCCCC2)c1 (centres undefined),-9.7%,i,4.5,3.8%,1.8%,-0.4%,-0.2%,-0.2,64,6.8%,-0.6%,
CC(=O)/C(=C\N(C)C)Sc1ccc(C)cc1,x,i,37.9,-2.5%,x,0.3%,x,-0.6,43,9.8%,1.3%,
Cc1cc(C(=O)N/N=C/c2ccc(C)o2)c2ccccc2n1,3.7%,i,8.1,2.9%,-0.6%,-0.2%,0.1%,4.3,45,8.4%,0.0%,
